From PubChem BioAssay
AHR act = AHR activators, primary screen, cell-based, luminescence, luciferase reporter, human; 2.5% of 320,000 active; AHR-responsive luciferase reporter cells; activation, % at 5 µM; Aryl hydrocarbon receptor (Homo sapiens), P35869; AID 2796, 2010; in the data active = activation above about 47%;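 note: 0% = vehicle wells and 100% = reference agonist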
Target sequence (P35869 whole entry, looked up): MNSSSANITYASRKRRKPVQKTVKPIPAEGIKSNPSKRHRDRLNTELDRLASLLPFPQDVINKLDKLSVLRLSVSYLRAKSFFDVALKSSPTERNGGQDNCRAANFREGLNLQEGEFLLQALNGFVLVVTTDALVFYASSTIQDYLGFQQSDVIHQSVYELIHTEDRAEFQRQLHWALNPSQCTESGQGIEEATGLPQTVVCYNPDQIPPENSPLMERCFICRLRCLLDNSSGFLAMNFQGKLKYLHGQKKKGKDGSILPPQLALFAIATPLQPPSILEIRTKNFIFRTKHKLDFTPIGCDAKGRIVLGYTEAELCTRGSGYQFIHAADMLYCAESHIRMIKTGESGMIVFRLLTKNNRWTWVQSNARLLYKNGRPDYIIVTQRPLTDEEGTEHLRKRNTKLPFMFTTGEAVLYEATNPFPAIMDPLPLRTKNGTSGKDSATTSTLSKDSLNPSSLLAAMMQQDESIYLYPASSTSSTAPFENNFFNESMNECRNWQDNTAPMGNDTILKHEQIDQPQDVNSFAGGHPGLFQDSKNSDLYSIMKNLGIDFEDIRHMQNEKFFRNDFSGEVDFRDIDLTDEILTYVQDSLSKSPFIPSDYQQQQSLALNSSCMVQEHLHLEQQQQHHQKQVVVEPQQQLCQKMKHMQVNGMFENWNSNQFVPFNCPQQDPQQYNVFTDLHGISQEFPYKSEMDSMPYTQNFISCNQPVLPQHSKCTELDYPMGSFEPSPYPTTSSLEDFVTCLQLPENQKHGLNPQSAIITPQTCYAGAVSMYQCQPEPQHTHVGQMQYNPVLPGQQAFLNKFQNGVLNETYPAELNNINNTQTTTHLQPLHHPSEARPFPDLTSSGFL
HCV core dimer = inhibitors of HCV core protein dimerization, primary screen, biochemical, TR-FRET, high-throughput; TR-FRET GST/Flag-core106 dimerization, 1536-well; inhibition, % at 5 µM; 0.33% of 300,000 active;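 active = inhibition above the mean of all tested compounds plus 3 SD, set per screening campaign, cut at about 45% in these data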
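assay system = GST-tagged and Flag-tagged HCV core protein residues 1-106 | controls = unlabelled core106 and no-GST-core106 wells | incubation = compound-protein-antibody incubation 4 h at 22.5 °C | probe or stimulus = Eu donor and XL665 acceptor anti-tag antibodies | read-out = % inhibition based on acceptor/donor emission ratio | signal = TR-FRET 671 and 617 nm emission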
proCasp7 act = procaspase-7 activators, primary screen, counter-screen for procaspase-3 activator project, biochemical, absorbance, HTS, human; Caspase-7 (Homo sapiens), P55210; 0.093% of 330,000 active; recombinant procaspase-7, Ac-DEVD-pNA absorbance 405 nm; D23A/D198A/D206A triple mutant, cannot self-cleave; scale: DMSO 0, 5 µM enzyme 100; activation, % at 8.5 µM;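 active = percent activation above the screen-wide mean plus 3 SD, cut at about 25% in these data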
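Assay system: Uncleavable procaspase-7 mutant enzyme / Input: 2 µM procaspase-7 mutant as dispensed / Dosing: single nominal 8.5 µM compound dose, 0.8% DMSO final / Timing: 1 h enzyme–compound preincubation and 2 h substrate reaction, both 25 °C / Detection: p-Nitroaniline absorbance at 405 nm, read at 0 and 120 min / Replication: singlicate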
PP5 primary = PP5 phosphatase inhibitors, primary screen, biochemical, fluorescence. Serine/threonine-protein phosphatase 5 (Homo sapiens), P53041. purified PP5c, OMFP substrate fluorescence. inhibition, % at 6.7 µM. 0.18% of 320,000 active. AID 1987, 2009;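 active = inhibition above the campaign's mean inhibition across all tested compounds plus 3 SD, cut at about 9.5% in these data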;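 note: 0% = DMSO only and 100% = 100 µM cantharidin control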
PP1 counter = PP1-alpha phosphatase inhibitors, primary screen, counter-screen for PP5 inhibitor project, biochemical, fluorescence, OMFP substrate, single point | purified PP1alpha | Serine/threonine-protein phosphatase PP1-alpha catalytic subunit (Homo sapiens), P62136 | inhibition, % at 6.7 µM | 0.9% of 320,000 active;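 active = inhibition above the mean inhibition of all tested compounds plus 3 SD, computed separately for each screening campaign, cut at about 15% in these data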
Fh CTSL1 inh = Fasciola hepatica cathepsin L1 inhibitors, primary screen, counter-screen for PFM18AAP inhibitor project, biochemical, QFRET, fluorogenic peptide substrate; recombinant F. hepatica cathepsin L1, Z-Leu-Arg-MCA fluorescence; inhibition, % at 5.96 µM; 0.49% of 300,000 active; AID 1906, 2009;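 active = inhibition above the mean of all tested compounds plus 3 SD, set per screening campaign, cut at about 17% in these data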;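 note: 0% = plate median of test compound wells and 100% = 1 µM Z-Phe-Ala-diazomethylketone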
PAFAH2 FP inh = PAFAH2 enzyme inhibitors, primary screen, biochemical, fluorescence polarization, human. Platelet-activating factor acetylhydrolase 2, cytoplasmic (Homo sapiens), Q99487. recombinant PAFAH2, FP-rhodamine activity probe. inhibition, % at 3.39 µM. 0.99% of 340,000 active;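 active = inhibition above the mean over all tested compounds plus 3 SD, cut at about 30% in these data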;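 note: inhibitors block probe labeling of enzyme so polarization drops; 0% = enzyme with DMSO and 100% = wells lacking PAFAH2 protein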
TPT1 inhibitor = Candida albicans TPT1 enzyme inhibitors, primary screen, biochemical, fluorescence polarization; recombinant caTPT1, FP RNA substrate dephosphorylation; inhibition, % at 5 µM; 0.81% of 300,000 active;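 active = inhibition above the mean of all tested compounds plus 3 SD, set per screening campaign, cut at about 24% in these data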;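 note: plate controls were DMSO alone for no effect and ferristatin control at 100 nM for full effect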
proCasp3 act = activators of human procaspase-3 D3A mutant, primary screen, biochemical, absorbance, PC-3 D3A mutant, single concentration. recombinant procaspase-3 D3A, Ac-DEVD-pNA absorbance 405 nm. activation, % at 8.5 µM. 0.11% of 330,000 active. AID 463141, 2010;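 active = activation above the mean of all tested compounds plus 3 SD, cut at about 21% in these data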;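 note: 0% = DMSO alone and 100% = DMSO wells spiked with extra 5 µM PC-3 D3A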
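Evaluation: percent activation relative to control range; Material: Procaspase-3 D3A mutant, all three cleavage aspartates alanine; Compound: single dose, 8.5 µM nominal compound, 0.8% DMSO; Replication: one well per compound; Signal: absorbance at 405 nm, 0 and 120 min; Schedule: 1 h preincubation plus 2 h reaction at 25 °C.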
Numbers without * were called inactive; / = no result given.

SMILES	AHR act	HCV core dimer	proCasp7 act	PP5 primary	PP1 counter	Fh CTSL1 inh	PAFAH2 FP inh	TPT1 inhibitor	proCasp3 act
Cc1nn(C)c(C)c1NC(=O)CN1CCC(O)(c2ccc3c(c2)OCO3)CC1	0	1	-17	0.9	-2	-3	7	0	9
Cc1nn(CC(=O)N(C)c2c(N)n(Cc3ccccc3)c(=O)[nH]c2=O)c(C)c1[N+](=O)[O-]	2	/	8	2.2	-11	/	3	/	1
COc1ccc(-c2cc(-c3ccccc3)c(C#N)c(S(C)(=O)=O)n2)cc1	0	41	6	-1.3	-2	3	-3	1	12
C=CCOC(=O)c1sc(NC(=O)c2ccco2)nc1C	31	2	-12	3.2	-2	0	2	-1	-3
COc1ccc(C2(CNC(=O)c3ccc(OCC(C)C)cc3)CCOCC2)cc1	3	5	8	2.3	0	3	-4	-2	8
COc1ccc(-c2nnc(-c3ccc(OCC(C)C)cc3)o2)cc1	6	10	5	2.8	-4	3	-9	1	-7
COc1ccc(Cl)cc1N(CC(=O)N1CCCCC1)S(C)(=O)=O	7	-2	0	2.1	-5	1	2	-1	1
CN(CC(=O)NCc1ccco1)CC(=O)Nc1c(Cl)cccc1Cl	-1	/	6	2.4	0	/	-1	/	-1
O=C(O/N=C(/c1ccccc1)c1ccncc1)c1cccc(F)c1	1	0	0	-2.1	0	-17	19	1	-1
CCOC(=O)c1c(C)[nH]c(C(=O)OCc2c(C)noc2C)c1C	42	-3	8	4.2	1	1	1	1	-1
CCN(CCO)c1ccc(-n2c(N)c(C(=O)OC)c3nc4ccccc4nc32)cc1	-2	-1	0	2.5	0	1	-78	0	0
Cc1cccc2nc(Cn3c(=O)n(CCC(=O)NCc4ccco4)c(=O)c4sccc43)cc(=O)n12	2	-3	-5	0.8	-1	1	3	-1	-12
O=S(=O)(Nc1ccc2cn[nH]c2c1)c1ccc(C(F)(F)F)cc1	25	/	12	-0.6	-5	/	-10	/	8
CC1=C(C(=O)OC2CCCCC2)C(c2cccnc2)n2ncnc2N1 (stereo not drawn)	-2	-1	2	0.1	-3	-2	9	1	9
COCCOC(=O)C1=C(C)NC2=C(C(=O)CCC2)C1c1ccc2c(c1)OCO2 (stereo not drawn)	-1	-4	1	-1.6	-7	0	6	-1	-8
Cc1nc(Cc2nnc(SC(C)C(=O)Nc3cccc(C#N)c3)o2)cs1 (stereo not drawn)	-3	0	3	-2.8	-6	-1	2	0	-1
Cc1cccc(N2CCN(Cc3cn(C)nc3-c3ccccc3F)CC2)n1	-3	-4	13	1.8	4	0	-4	-1	-4
CC(NC(=O)c1ccco1)C(c1cccs1)N1CCN(c2ccccc2F)CC1 (stereo not drawn)	-1	0	-10	-0.4	-1	1	4	0	0
C=CC1=C2C=C(C3CC3)N(CCCN(CC)CC)C=C2C(=O)C(C)(OC(=O)c2ccco2)C1=O (stereo not drawn)	0	-17	-18	3.6	-3	2	-1	-7	-9
Cc1ccc(Cl)cc1NC(=S)N(CCCN1CCOCC1)Cc1ccccn1	-1	-17	2	-8.3	0	-10	2	-2	-5
CCCC1(c2ccccc2)NC(=O)N(CC(=O)Nc2cc(C)ccc2OC)C1=O (stereo not drawn)	5	7	-8	0.7	-3	-2	2	-3	0
CC(C)Cn1c(N)c(C(=O)COC(=O)Cc2cccc(C(F)(F)F)c2)c(=O)n(C)c1=O	0	7	9	7.3	-6	3	9	-2	6
Cn1c(SCC(=O)c2ccc(F)cc2)nnc1-c1cnccn1	7	2	7	-3.3	-2	-3	1	-2	-1
CCOC(=O)C1CCN(C(=O)Nc2c(-c3ccccc3)noc2C)CC1	-2	-1	6	0.9	5	-1	-1	0	9
Cc1ccc(-c2nc3cccnc3s2)cc1NS(C)(=O)=O	142*	-5	-1	2.3	4	8	2	-4	4
Cc1sc2nc(CN3CCCC3)nc(Cl)c2c1C	0	3	-6	0.1	3	-4	4	0	-9
CCNC(=S)N1CCN(S(=O)(=O)c2cccc(C(F)(F)F)c2)CC1	2	3	-3	0.1	0	3	-1	1	3
COc1cccc(-c2cn(C[C@H]3CC[C@@H]([C@@H]4CC[C@H](Cn5cc(-c6cccc(OC)c6)nn5)O4)O3)nn2)c1	3	2	-1	0.9	-2	1	-1	-2	8
CCNC(=O)NC(=O)C(C)OC(=O)c1cc(S(=O)(=O)N2CCCCCC2)ccc1OC (stereo not drawn)	2	6	7	2.1	2	3	7	-1	-3
Cc1nn(CC#N)c(=O)n1-c1ccc(C(C)C)cc1	1	-3	1	0.3	-2	-1	3	2	-3
COc1ccc(OCc2cc(C(=O)N(C)Cc3cc(C)no3)no2)c(Cl)c1	4	6	3	-1.5	2	1	0	-3	4
Fc1cccc(NC(=S)NCc2ccccc2Cl)c1	0	-2	-11	3.7	-5	0	3	0	0
COc1ccccc1OCc1nc2ccccc2n1C	25	-7	-4	1.4	-1	-9	3	-1	-3
COc1ccc(OCC(=O)Nc2ccc(S(=O)(=O)N3CCCC3)cc2)cc1	1	19	-1	-0.5	3	3	3	-1	4
CC(OC(=O)c1cccc(-n2cnnn2)c1)C(=O)Nc1ccc(F)cc1Cl (stereo not drawn)	-2	1	-5	-2.6	6	-3	1	-1	2
Cn1c2c(c(=O)n(C)c1=O)C(c1ccc(C(F)(F)F)cc1)CC(=O)N2 (stereo not drawn)	7	-13	2	-5.8	-2	8	-1	0	1
COc1ccc(NC(=O)COC(=O)CCCC2=NS(=O)(=O)c3ccccc3N2)cc1Cl	2	5	-2	1.7	-6	-6	13	-1	-2
Cc1cc(Cl)c(OCCCn2cncn2)c(Br)c1	10	-5	1	-1.1	2	-3	-5	-1	0
Cc1ccc(S(=O)(=O)N/N=C\c2ccc(Cl)c([N+](=O)[O-])c2)cc1	-4	7	-11	2.8	-1	-1	0	-3	-9
CC(Oc1ccccc1)C(=O)Nc1ccc(NC(=O)c2ccccc2)cc1 (stereo not drawn)	2	7	-7	0.2	0	1	5	1	8

Five records drawn at random from the list so far:
SMILES	AHR act	HCV core dimer	proCasp7 act	PP5 primary	PP1 counter	Fh CTSL1 inh	PAFAH2 FP inh	TPT1 inhibitor	proCasp3 act
CCN(CCO)c1ccc(-n2c(N)c(C(=O)OC)c3nc4ccccc4nc32)cc1	-2	-1	0	2.5	0	1	-78	0	0
Cc1ccc(S(=O)(=O)N/N=C\c2ccc(Cl)c([N+](=O)[O-])c2)cc1	-4	7	-11	2.8	-1	-1	0	-3	-9
Cn1c2c(c(=O)n(C)c1=O)C(c1ccc(C(F)(F)F)cc1)CC(=O)N2 (stereo not drawn)	7	-13	2	-5.8	-2	8	-1	0	1
CCOC(=O)c1c(C)[nH]c(C(=O)OCc2c(C)noc2C)c1C	42	-3	8	4.2	1	1	1	1	-1
CCOC(=O)C1CCN(C(=O)Nc2c(-c3ccccc3)noc2C)CC1	-2	-1	6	0.9	5	-1	-1	0	9

Later entries.
SMILES	AHR act	HCV core dimer	proCasp7 act	PP5 primary	PP1 counter	Fh CTSL1 inh	PAFAH2 FP inh	TPT1 inhibitor	proCasp3 act
COc1ccc(C(=O)NCC(=O)N/N=C/c2cccnc2)cc1OC	0	-8	0	0.7	-3	-3	-3	2	-6
O=[N+]([O-])c1cc(Cl)ccc1N1CCN(c2cccc(C(F)(F)F)c2)CC1	0	-7	-4	-1.0	-5	3	3	0	7
O=C(Cn1cc(C(F)(F)F)ccc1=O)Nc1ccccc1	2	-5	9	-0.1	-4	-2	1	0	0
CCOC(=O)c1c(C)n(-c2ccc(C)cc2)c2ccc(OCC(O)CNCC3CCCO3)cc12 (stereo not drawn)	0	-11	6	3.7	16*	1	-1	-4	-5
CSc1nnc(NC(=O)c2ccc(S(=O)(=O)N3CCOCC3)cc2)s1	1	15	7	0.6	-5	1	1	2	14
N#Cc1nc(COc2ccc(Br)cc2)oc1NCCN1CCOCC1	3	-2	-6	2.6	-10	-4	-8	4	7
COC(=O)CSc1nnc(CSc2nc(C)cc(C)n2)n1Cc1ccco1	0	-1	5	2.7	1	1	8	-4	-2
Cc1ccc(-c2nc(NCc3cccnc3)c3ccccc3n2)cc1	22	-2	2	2.4	2	5	-15	2	-4
COc1cc(C)ccc1NC(=O)c1ccc(S(=O)(=O)N2CCOCC2)cc1	11	-4	-2	3.2	-1	5	-5	-1	1
c1ccc(Cc2nn3c(Cn4cnc5ccccc54)nnc3s2)cc1	1	2	-11	-0.2	-2	2	-1	2	-16
COc1ccccc1N1CCN(C(=O)NC23CC4CC(CC(C4)C2)C3)CC1	1	7	3	0.2	-6	-7	0	3	-2
O=C(CSc1ccccc1)Nc1cccc(NC(=O)c2ccco2)c1	4	-3	4	2.0	1	-2	8	-3	-2
CCN(CC(=O)NCc1ccc(F)cc1)C(=O)Cc1c(F)cccc1Cl	-3	7	-5	0.3	-4	-5	-11	1	12
CC(C)C[C@H]1CN=C(N(C)C)N1CC(C)C	-1	/	11	/	/	/	5	/	6

Whole records from above.
Results for CC(C)C[C@H]1CN=C(N(C)C)N1CC(C)C = AHR act = -1; HCV core dimer = /; proCasp7 act = 11; PP5 primary = /; PP1 counter = /; Fh CTSL1 inh = /; PAFAH2 FP inh = 5; TPT1 inhibitor = /; proCasp3 act = 6
Results for c1ccc(Cc2nn3c(Cn4cnc5ccccc54)nnc3s2)cc1 = AHR act = 1; HCV core dimer = 2; proCasp7 act = -11; PP5 primary = -0.2; PP1 counter = -2; Fh CTSL1 inh = 2; PAFAH2 FP inh = -1; TPT1 inhibitor = 2; proCasp3 act = -16
